AmpC inh no detg – qHTS Inhibitors of AmpC Beta-Lactamase (assay without detergent); P00811; AmpC nitrocefin hydrolysis, absorbance 480 nm, 0.0001% Triton; Potency, µM (top dose mostly 57.1 µM), inactives show at the top dose activity change, negative = inhibition, usual class: inhibitors; hit rate 0.52% among 330,000; AID 485341, 2010;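 also: potency is read from the fitted curve at half-maximal effect; plate controls were no compound for no effect and no enzyme for full effect; nearly all actives have a fitted effect of over 20% in size; some results filed as inactive show a strong effect at the top dose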
Target sequence (P00811 whole entry, looked up): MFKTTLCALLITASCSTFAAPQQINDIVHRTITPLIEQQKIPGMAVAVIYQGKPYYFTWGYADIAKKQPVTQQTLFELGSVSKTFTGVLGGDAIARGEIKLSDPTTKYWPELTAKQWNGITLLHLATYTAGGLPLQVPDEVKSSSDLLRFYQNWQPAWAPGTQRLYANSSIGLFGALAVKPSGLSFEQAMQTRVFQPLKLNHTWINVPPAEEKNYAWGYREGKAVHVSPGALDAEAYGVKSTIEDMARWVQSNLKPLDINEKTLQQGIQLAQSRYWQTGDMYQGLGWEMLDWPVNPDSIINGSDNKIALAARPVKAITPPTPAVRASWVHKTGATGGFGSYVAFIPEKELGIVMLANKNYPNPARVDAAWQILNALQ
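AmpC (5.3 nM in the dispensed reagent) in 20 mM phosphate pH 7.0 with 0.01% (detergent screen) or 0.0001% Triton X-100 was preincubated with compounds for 15 min at room temperature. Nitrocefin was then added from an 800 uM solution, and hydrolysis was followed at 480 nm.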
AmpC detergent – qHTS Inhibitors of AmpC Beta-Lactamase (assay with detergent). P00811. AID 485294, 2010. AmpC hydrolysis of nitrocefin, absorbance 480 nm, 0.01% Triton. Potency, µM (titrated, usually from 114 µM), inactives show top-dose activity change, negative = inhibition, most hits filed as inhibitors. hit rate 0.041% among 370,000;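 also: potency is read from the fitted curve at half-maximal effect; 0% = no-compound wells and -100% = no-enzyme wells; nearly all actives have a fitted effect of over 25% in size; some results filed as inactive show a strong effect at the top dose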
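AmpC (5.3 nM in the dispensed reagent) in 20 mM phosphate pH 7.0 with 0.01% (detergent screen) or 0.0001% Triton X-100 was preincubated with compounds for 15 min at room temperature. Nitrocefin was then added from an 800 uM solution, and hydrolysis was followed at 480 nm.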
HCMV inh – qHTS Assay for inhibitors of the human cytomegalovirus (HCMV). HFF cells, HCMV-luciferase reporter, 72 h; active compounds read low. activity change, negative = inhibition, % at 57.5 µM. hit rate 4.5% among 410,000. AID 1259415, 2018; in the data active = activity change below about -60%; inconclusive = no clear call, values can overlap the other calls; inactive = above about -39%; also: % is scaled to controls: 0 for no effect and ±100 for the full control effect
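Two compound doses tested in HFFs infected with HCMV-luciferase, MOI 1 PFU/cell, 72 h at 37C. Lysate luminescence read with OneGlo; data normalized against buffer-only and 10uM Salinomycin inhibitor controls.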
Cycloheximide cs – Cycloheximide Counterscreen for Small Molecule Inhibitors of Shiga Toxin | cell reporter, cycloheximide protein synthesis inhibition counterscreen | max response, % | hit rate 12% among 300,000 | AID 2314, 2010; in the data active = max response mostly above about 13%, no sharp cut-off; inactive = mostly below about 14%; also: read at 38.3 µM for the half of the compounds with a filed dose; 0% is about no effect
Shiga inhibitor – A qHTS for Small Molecule Inhibitors of Shiga Toxin; Vero cells, Shiga toxin protein synthesis inhibition reporter; inhibition, % at 38.7 µM; hit rate 9.2% among 290,000; in the data active = inhibition mostly above about 28%, no sharp cut-off; inactive = mostly below about 43%; also: 0% is about no effect
FBPA Giardia inh – qHTS Assay for Inhibitors of Fructose-1,6-bisphosphate Aldolase from Giardia Lamblia; A8B2U2; purified Giardia FBPA; Potency, µM (top dose mostly 59.6 µM), for inactives: top-dose activity, negative = inhibition, actives largely listed as inhibitors; hit rate 0.71% among 290,000; AID 2451, 2010; also: potency is read from the fitted curve at half-maximal effect; % is scaled to controls: 0 for no effect and ±100 for the full control effect; nearly all actives have a fitted effect of over 55% in size
Target sequence (A8B2U2 whole entry, looked up): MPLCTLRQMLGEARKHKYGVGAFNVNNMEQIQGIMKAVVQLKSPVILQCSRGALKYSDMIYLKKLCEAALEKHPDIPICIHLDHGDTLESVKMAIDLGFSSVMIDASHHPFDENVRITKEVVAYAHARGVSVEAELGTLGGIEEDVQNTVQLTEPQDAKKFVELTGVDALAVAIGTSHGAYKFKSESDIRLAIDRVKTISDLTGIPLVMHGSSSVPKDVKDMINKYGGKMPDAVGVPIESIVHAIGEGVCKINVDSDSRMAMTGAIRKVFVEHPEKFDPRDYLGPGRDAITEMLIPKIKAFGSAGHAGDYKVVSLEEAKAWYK
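40 nM FBPA preincubated 10 min at RT with compound (up to 57.5 uM final), then substrate plus GAPDH/TPI/NAD/arsenate coupling and diaphorase/resazurin added. Fluorescence read after 20 min at RT, 525/598 nm.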
AMA1 RON2 block – qHTS for Inhibitors of AMA1-RON; Towards Development of Antimalarial Drug Lead: Primary Screen; AlphaScreen AMA1-biotinylated RON2 peptide binding; Plasmodium falciparum AMA1 (3D7) - RON2 peptide interaction; Potency, µM (titrated, usually from 58.2 µM), without a hit: at the highest dose activity change, negative = inhibition, usual class: inhibitors; hit rate 0.2% among 360,000;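 also: potency is read from the fitted curve at half-maximal effect; 0% = vehicle wells and -100% = peptide control; nearly all actives have a fitted effect of over 45% in size; some results filed as inactive show a strong effect at the top dose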
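AMA1 (3D7) with his tag at 25 nM final met compounds first, then biotinylated RON2 peptide at 25 nM; detection used donor plus acceptor beads, 10 µg/mL apiece, read by AlphaScreen after 30 min at room temperature.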
* = called active by the depositor; u = inconclusive; x = not tested or not shown; & = joins results of further samples; [ ] = dose if it differs, or a comment. Unless noted, calls follow the shape of the dose curve; as a rule, active = well fitted curve in the direction sought with a large enough effect; inconclusive = small, poorly fitted or top-dose-only effect, or another doubt; inactive = no such curve, though single readings can be large; an effect the other way counts as inactive or inconclusive.

SMILES	AmpC inh no detg	AmpC detergent	HCMV inh	Cycloheximide cs	Shiga inhibitor	FBPA Giardia inh	AMA1 RON2 block
Cc1ccc(Oc2nnc(-c3ccccc3)cc2C#N)cc1	-5%	3%	-22	-4	-4	6%	4%
CC(NC(=O)c1ccccc1Cl)C1COc2ccccc2O1 (stereo not given)	-19%	-9%	65	31*	51*	3%	-15%
COc1ccc(C2Nc3ccccc3C(=O)N2Cc2ccco2)cc1COc1ccccc1F (stereo not given)	-40%	-7%	-13	13	2	-4%	-11%
COc1ccccc1C(=O)Nc1cccc2c1CCCC2	-11%	-1%	-17	8	9	7%	-2%
O=C(CCCn1c(=O)[nH]c2cc(Cl)ccc2c1=O)N1CCN(c2ccc([N+](=O)[O-])cc2)CC1	5%	-5%	18	-3	-7	1%	6%
NC(=O)c1ccc(Oc2ccc3c(c2)CCC3)c([N+](=O)[O-])c1	-4%	-6%	u	-5	-6	3%	0%
CN(c1ccc(C(=O)Nc2cccnc2)cc1)S(C)(=O)=O	-24%	u	-3	9	-2	-16%	-3%
Cc1cc(C)n(-c2nc3ccccc3nc2N2CCCC2)n1	-1%	0%	21	-1	18	3%	6%
O=C1C(=O)N(CCCn2ccnc2)C(c2cccnc2)/C1=C(/O)c1ccc(F)cc1 (stereo not given)	-18%	-8%	-4	-5	27	-9%	-19%
O=C(NCCOc1nc(N2CCOCC2)nc(N2CCOCC2)n1)Nc1ccccc1	0%	-13%	-16	-2	23	x	1%
CC1=NNC(=O)C1C(c1cccc(O)c1)C(C#N)C#N (stereo not given)	-18%	-9%	-23	-2	1	-14%	2%
CCN(Cc1ccccc1)Cc1nc(CCc2ccccc2)no1	-8%	11%	-19	1	16	0%	48%[activator]
Cc1cc2[nH]c(=O)c(=O)[nH]c2cc1S(=O)(=O)NC1CCC(C)CC1 (stereo not given)	-53%	0%	u	10	2	x	-2%
CN(C)c1ccc(C(=O)OCC(=O)N2CCCC2)cc1	-5%	-9%	7	32*	53*	2%	5%
CC(Oc1ccccc1)C(=O)N1CCN(c2ncccn2)CC1 (stereo not given)	-14%	6%	-4	x	x	x	-9%
O=C(Cn1ncc2c1-c1ccccc1OC2)N(Cc1ccco1)C1CCCCC1	23%	u	7	-3	-9	6%	-19%
CC1=C(C(=O)NCCN2CCOCC2)C2(CCC(C)CC2)OC1=O (stereo not given)	u	u	10	-3	-4	-1%	-2%
Cc1ccc(N(CC(=O)NCCSCc2ccco2)S(=O)(=O)c2ccc(C)cc2)cc1	-43%	0%	u	-1	-12	-1%	-10%
CCc1nnc(NC(=O)c2ccc(N(C)S(=O)(=O)c3ccccc3)cc2)s1	-12%	-5%	u	-1	8	0%	9%
COC(=O)c1ccc(NC(=O)Nc2ccc(OC)c(OC)c2)cc1	-13%	-12%	-5	-2	12	5%	2%
COc1ccc(S(=O)(=O)N2CCN(C(=O)CCOc3ccccc3)CC2)cc1OC	22%	-1%	0	x	x	x	19%
O=C(COC(=O)C1=COCCO1)Nc1ccccc1Oc1ccccc1	-3%	-11%	12	-2	-3	5%	-13%
COc1ccc(-c2nnc(NC(=O)CS(=O)(=O)c3ccc(F)cc3)o2)c(OC)c1	u	u	-36	x	x	x	7%
COc1ccccc1/C=C(\NC(=O)c1cccc(C)c1)C(=O)Nc1ccccn1	-24%	2%	17	-3	-7	0%	12%
C/C(=N\OC(=O)NC1CCCCC1)c1sc(-c2ccccc2)nc1C	40%	3%	20	25	90	4%	1%

14 entries from above, arranged by molecular weight, rising.
SMILES	AmpC inh no detg	AmpC detergent	HCMV inh	Cycloheximide cs	Shiga inhibitor	FBPA Giardia inh	AMA1 RON2 block
CN(C)c1ccc(C(=O)OCC(=O)N2CCCC2)cc1	-5%	-9%	7	32*	53*	2%	5%
NC(=O)c1ccc(Oc2ccc3c(c2)CCC3)c([N+](=O)[O-])c1	-4%	-6%	u	-5	-6	3%	0%
CC(Oc1ccccc1)C(=O)N1CCN(c2ncccn2)CC1 (stereo not given)	-14%	6%	-4	x	x	x	-9%
CC(NC(=O)c1ccccc1Cl)C1COc2ccccc2O1 (stereo not given)	-19%	-9%	65	31*	51*	3%	-15%
COC(=O)c1ccc(NC(=O)Nc2ccc(OC)c(OC)c2)cc1	-13%	-12%	-5	-2	12	5%	2%
CC1=C(C(=O)NCCN2CCOCC2)C2(CCC(C)CC2)OC1=O (stereo not given)	u	u	10	-3	-4	-1%	-2%
Cc1cc2[nH]c(=O)c(=O)[nH]c2cc1S(=O)(=O)NC1CCC(C)CC1 (stereo not given)	-53%	0%	u	10	2	x	-2%
O=C(COC(=O)C1=COCCO1)Nc1ccccc1Oc1ccccc1	-3%	-11%	12	-2	-3	5%	-13%
C/C(=N\OC(=O)NC1CCCCC1)c1sc(-c2ccccc2)nc1C	40%	3%	20	25	90	4%	1%
COc1ccccc1/C=C(\NC(=O)c1cccc(C)c1)C(=O)Nc1ccccn1	-24%	2%	17	-3	-7	0%	12%
O=C1C(=O)N(CCCn2ccnc2)C(c2cccnc2)/C1=C(/O)c1ccc(F)cc1 (stereo not given)	-18%	-8%	-4	-5	27	-9%	-19%
COc1ccc(-c2nnc(NC(=O)CS(=O)(=O)c3ccc(F)cc3)o2)c(OC)c1	u	u	-36	x	x	x	7%
O=C(NCCOc1nc(N2CCOCC2)nc(N2CCOCC2)n1)Nc1ccccc1	0%	-13%	-16	-2	23	x	1%
COc1ccc(S(=O)(=O)N2CCN(C(=O)CCOc3ccccc3)CC2)cc1OC	22%	-1%	0	x	x	x	19%

(next part)
SMILES	AmpC inh no detg	AmpC detergent	HCMV inh	Cycloheximide cs	Shiga inhibitor	FBPA Giardia inh	AMA1 RON2 block
CC1CCCCC1NC(=O)c1cc(S(=O)(=O)N2CCOCC2)ccc1Cl (stereo not given)	-10%	x	-10	x	x	x	0%
Cc1ccc(S(=O)(=O)Nc2cc(C)nn2-c2ccccc2)cc1	-35%	2%	-17	0	-2	1%	2%
CC(C)(C)C1CC=C2C(C#N)=C(N)C(C#N)(C#N)C(c3cccs3)C2C1 (stereo not given)	-31%	u	x	-2	-6	u	x
CCN1C(N(C)C)=NC[C@@H]1Cc1ccccc1	-38%	-10%	-4	x	x	x	27%
O=C(COc1ccc2ccc(=O)oc2c1)Nc1cccnc1	-12%	-6%	0	-1	-1	2%	-7%
COc1ccc(-c2cc(=O)oc3cc(OCC(=O)N[C@@H](Cc4c[nH]c5ccccc45)C(=O)O)ccc23)cc1	5%	-9%	1	1	2	15%	-24%
Cn1cccc1/C=C1\CCc2ccccc2C1=O	-25%	u	6	11	43	-15%	14µM*
CCC(CO)N=CC1=C(O)CC(C)(C)CC1=O (stereo not given)	-5%	-2%	64	3	3	14%	0%
O=C1C(=O)N(CCN2CCOCC2)C(c2ccccc2F)/C1=C(\O)c1ccc(S(=O)(=O)N2CCOCC2)cc1 (stereo not given)	-8%	0%	-9	-3	20	x	-9%
O=C(O)c1cc2c(cc1NC(=O)C1CCCC1)OCCO2	-14%	-1%	0	x	x	x	-2%
COc1ccccc1NC(=O)CCCCCN1C(=O)c2cccc([N+](=O)[O-])c2C1=O	-14%	-13%	1	-1	-4	7%	-2%
Cc1cccc(NC(=S)NNC(=O)c2csc(C)c2)c1	-27%	-14%	-30	24*	22*	13%	26%
CC(NS(=O)(=O)c1ccc2c(c1)OCCCO2)C(=O)O (stereo not given)	-9%	-17%	-24	-1	4	11%	5%
CCOC(=O)c1nc(-c2ccc(OC)c(OC)c2)no1	0%	-1%	15	-1	-14	-1%	-5%
Cn1cccc1CC(=O)N/N=C\c1c2ccccc2cc2ccccc12	-41%	3%	1	-3	28	0%	7%
O=C(Nc1ccc(S(=O)(=O)N2CCOCC2)cc1)c1ccco1	-20%	0%	69	-2	17	3%	23%
O=C(NN=C1CCCCCCCCCCC1)c1cccnc1	-5%	u	u	-2	-3	-15%	69%[activator]
O=C(c1cc(-c2cccnc2)nc2ccccc12)N1CCCc2ccccc21	59%	-6%	u	-4	-6	-1%	-11%
O=C(NCc1ccncc1)Nc1ccc2c(c1)OCO2	-12%	6%	28	26*	41*	-1%	-18%
CC(=O)Nc1ccc(S(=O)(=O)N(CC(=O)Nc2cc(C)on2)Cc2ccc(F)cc2)cc1	-32%	0%	-13	1	-6	-3%	-3%
CC(=O)C1=C(O)C(=O)N(c2nccs2)C1c1ccccc1 (stereo not given)	-17%	1%	-29	-1	-8	-7%	-2%
Cc1ccc(NC(=S)Nc2ccccn2)c(C)c1	-37%	-1%	-21	48*	82*	-5%	22%
COc1ccc(CCNC(=O)Cn2cnc3scc(-c4ccccc4)c3c2=O)cc1OC	112%[activator]	-1%	-102*	-3	-5	1%	-12%
COc1ccc2[nH]c(=O)c3c(c2c1)OC(C)(C)C=C3	44%	-4%	-96*	5	-10	-2%&2%&1%	20%
O=C1c2cccc3cccc(c23)C(=O)N1CCCCCc1n[nH]c(=S)o1	-40%	-2%	u	-4	1	19%	43%[activator]
CC(NC(=O)C(=O)Nc1nccs1)c1ccccc1 (stereo not given)	-14%	-4%	-4	-1	-5	-27%	24%
Cn1cc([N+](=O)[O-])c(C(=O)Nc2ccc3nc(-c4ccccc4)[nH]c3c2)n1	-28%	u	-83*	42*	47*	-16%	-1%

From PubChem BioAssay
